High-throughput results from PubChem BioAssay.
M. tuberculosis: growth inhibition of non-replicating M. tuberculosis (AID 488890). inhibition, % at 25 µM, or IC50 in µM where a hit was titrated. hit rate 0.39% among 320,000. Mycobacterium tuberculosis non-replicating, growth inhibition; higher % means a stronger effect; in the data active means a potency from the dose series; inconclusive means inhibition mostly from about 82% at the one dose, without a potency; inactive means the rest, 99 in 100 with inhibition below about 76%;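 further: plate controls were DMSO cells for no effect and high antibiotic wells for full effect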
M. tuberculosis HTS: M. tuberculosis growth inhibition, HTS (AID 449762); hit rate 0.59% among 330,000; inhibition, % at 25 µM; hits with a dose series show IC50 in µM; M. tuberculosis H37Rv growth inhibition, 7H9 media; higher % means a stronger effect; in the data active means a potency from the dose series; inconclusive means inhibition above about 70% without an active follow-up result;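 further: bacterial growth assessed after seven days of incubation; strong numbers were not always called active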
Salmonella PhoP GFP: Inhibition of PhoP regulon, Salmonella typhi GFP reporter cells, confirmation, 4 h (AID 1850); inhibition, % at 50 µM; hits with a dose series show IC50 in µM; Salmonella Typhi PhoP-promoter GFP reporter, fluorescence, 4 h; higher % means a stronger effect; hit rate 0.33% among 310,000; in the data active means a potency from the dose series; inconclusive means inhibition mostly from about 25% at the one dose, without a potency; inactive means the rest, 99 in 100 with inhibition below about 19%;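 further: 0% = induced wells with vehicle and 100% = uninduced wells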
VEEV TC-83 Vero: inhibitors of VEEV TC-83 cytopathic effect, confirmation, Vero cells (AID 588727); inhibition, % at 20 µM, or IC50 in µM where a hit was titrated; Vero cells, VEEV TC-83 cytopathic effect inhibition; higher % means a stronger effect; hit rate 0.13% among 350,000; in the data active means a potency from the dose series; inconclusive means inhibition mostly from about 14% at the one dose, without a potency; inactive means the rest, 99 in 100 with inhibition below about 12%; further: strong numbers were not always called active
influenza NS1A: H1N1 influenza NS1A inhibitors, functional cell based assay (AID 504329) | NS1A functional cell-based assay, percent inhibition; higher % means a stronger effect | inhibition, % at 12.5 µM; hits with a dose series show IC50 in µM | hit rate 0.3% among 340,000; in the data active means a potency from the dose series; inconclusive means inhibition above about 27% without an active follow-up result; further: strong numbers were not always called active
VEEV TC-83 Vero 10K pilot screen: second read-out of VEEV TC-83 Vero, no call of its own (marks repeat the call); inhibition, %; measured here: 10K pilot screen inhibition
An asterisk follows results filed as active; i = inactive; ? = inconclusive; · = no result given.

SMILES | M. tuberculosis | M. tuberculosis HTS | Salmonella PhoP GFP | VEEV TC-83 Vero | influenza NS1A | others
CN(C)C=Nc1nonc1-c1ccccc1 | -7% | -8% | 0% | i | 9%
NS(=O)(=O)c1ccc(CCNC(=O)CCC(=O)c2cccs2)cc1 | 0% | -7% | · | 2.2% | -20%
Cc1ccc(OCC(=O)Nc2ccc(C)c(S(=O)(=O)N3CCCCC3)c2)c([N+](=O)[O-])n1 | 8% | 4% | -6% | 4.5% | 3%
NCCC(=O)N1c2ccccc2Sc2ccccc21 | -2% | -3% | 3% | 0.2% | 2%
CC1Cc2cc(S(=O)(=O)CCC(=O)N3CCN(c4ccccc4)CC3)ccc2N1C(=O)C1CC1 (stereo not given) | 29% | 1% | 2% | 2.6% | 0%
COc1ccc(NC(=O)CSc2nnc(CN3CCOCC3)n2C)cc1Cl | -3% | -4% | -2% | 1.1% | 3%
COc1ccc(C(=O)NCC(c2cccs2)N2CCc3ccccc32)cc1OC (stereo not given) | 16% | 29% | -9% | 5.8% | -1%
COc1cccc(OC)c1NC(=O)C1CCCN1C(=O)Nc1ccccc1F (stereo not given) | · | · | · | i | -2%
CCOC(=O)c1ccc(NC(=O)Cn2c(C)nc3c(sc(=S)n3CC)c2=O)cc1 | 8% | -5% | -2% | 1.6% | 10%
CCn1ncc(Br)c1C(=O)N(C)C12CC3CC(CC(C3)C1)C2 | 18% | 1% | 7% | i | -17%
CC(C)c1c(C(=O)N/N=C/c2cccc(OCc3ccc(F)cc3)c2)nnn1-c1nonc1N | 44% | 11% | 2% | 2.8% | 4%
CCc1c(C#N)c(SCCC(=O)Nc2ccc(OC)cc2)nc2c1C(=O)CC(C)(C)C2 | 13% | 3% | -18% | 9.1% | -4%
O=C(COc1ccc(Br)cc1)Nc1ccc(Cc2ccncc2)cc1 | ? | ? | 12% | 2.5% | -15%
COc1ccc(Cn2c(=N)c(C(=O)NCC3CCCO3)cc3c(=O)n4ccccc4nc32)cc1 (stereo not given) | 19% | -3% | 37% | 0.6% | 8%
O=C(CC1CCCC1)N1CCN(S(=O)(=O)c2cccc(F)c2)CC1 | · | · | · | 2.0% | -9%
NC(=O)CC(NC(=O)Cc1cccc2ccccc12)c1ccc(NCCN2CCCC2)c([N+](=O)[O-])c1 (stereo not given) | -2% | -2% | -1% | i | -15%
O=C(O)CCCn1ccc2cc(S(=O)(=O)N3CCCC3)ccc21 | 0% | 3% | 6% | 1.8% | 1%
Cc1ccc(CNC(=O)C2CCCN2C(=O)Nc2ccc(C)cc2)cc1 (stereo not given) | 4% | 7% | -6% | 1.1% | -6%
Cc1noc2ncnc(Sc3ccc(Br)cc3)c12 | 6.2µM* | ? | 9% | ? | -4%
COc1cccc(NC(=O)CN(C)C(=O)Cc2ccc3c(c2)CCC3)c1 | 35% | -13% | · | 2.2% | -11%
O=C(COC(=O)c1cc[n+]([O-])cc1)Nc1ccc([N+](=O)[O-])cc1C(F)(F)F | · | · | · | 1.6% | -13%
CCN(Cc1ccccc1)C(=S)Nc1cc(C(=O)OC)ccc1C(=O)OC | -6% | 3% | -1% | 0.5% | 5%
CCC(C)(C)n1nnnc1C(c1ccc(C)cc1)N1CCN(C(=O)c2ccco2)CC1 (stereo not given) | 25% | 7% | 5% | 0.6% | 2%
COc1ccc(-c2ccc(SCC(=O)N3c4ccccc4CC3C)nn2)cc1OC (stereo not given) | 23% | 9% | -3% | 9.3% | 2%
Cc1ccc(C)c(S(=O)(=O)N2CCN(C(=O)CN3C(=O)NC(C)(C)C3=O)CC2)c1 | 12% | -7% | · | 1.1% | -8%
COc1ccc(C(=O)OCC(=O)N2CCc3ccccc32)cc1S(=O)(=O)N1CCOCC1 | 13% | ? | · | 1.3% | -17%
COc1ccc(NC(=O)CCCNS(=O)(=O)c2cccs2)cc1 | 12% | -4% | -4% | 4.7% | 0%
O=C(c1ccco1)N1CCN(CCOc2ccccc2)CC1 | -9% | -7% | 8% | 1.4% | 1%
COC(=O)c1c(C(=O)c2ccc(Br)cc2)n(C)c2ccccc12 | -15% | 9% | · | 1.3% | -4%
Cc1ccc(C2=CC(c3ccccc3)n3ncnc3N2)c(C)c1 (stereo not given) | 24% | 10% | 3% | 0.1% | 7%
O=C(CSc1nnc(-c2cccnc2)n1-c1ccccc1)Nc1ccc2c(c1)OCO2 | 60% | 4% | -6% | i | -4%
O=C(NCCN1CCOCC1)c1cc([N+](=O)[O-])ccc1Cl | 28% | 16% | 7% | 1.3% | -8%
Cc1ccc(C(=O)OCC(=O)NCc2ccccc2)cc1S(=O)(=O)N1CCCCC1 | · | -3% | · | 8.4% | -14%
CNC(=O)NC(=O)C(C)OC(=O)c1c2c(nc3ccccc13)/C(=C/c1cccs1)CC2 (stereo not given) | 22% | ? | 1% | 7.7% | -10%
COC(CNC(=O)C(=O)Nc1cc2c3c(c1)CCN3C(=O)CC2)OC | 9% | 5% | 11% | 2.8% | -3%
O=C(OCc1ccccc1)C1=NNC2C(=O)N(Cc3ccccc3)C(=O)C12 (stereo not given) | -9% | 8% | -9% | 0.3% | -6%
CC(C)Cn1c(=O)oc2ccccc21 | -4% | -1% | 2% | 1.5% | 3%
Cc1cc(NC(=O)CSc2nc3c(cc2C#N)CCCC3)no1 | -23% | 4% | -6% | 0.1% | -3%
O=C(NCc1ccccc1F)C1CC(=O)N(c2ccc3c(c2)OCCO3)C1 (stereo not given) | -4% | -1% | 3% | 1.4% | -15%
Cc1nc(Cl)sc1C(=O)Nc1ccccc1Cl | -1% | -12% | -8% | i | -7%

An excerpt from the list above, for reference:
SMILES | M. tuberculosis | M. tuberculosis HTS | Salmonella PhoP GFP | VEEV TC-83 Vero | influenza NS1A | others
O=C(COC(=O)c1cc[n+]([O-])cc1)Nc1ccc([N+](=O)[O-])cc1C(F)(F)F | · | · | · | 1.6% | -13%
CCN(Cc1ccccc1)C(=S)Nc1cc(C(=O)OC)ccc1C(=O)OC | -6% | 3% | -1% | 0.5% | 5%
CCC(C)(C)n1nnnc1C(c1ccc(C)cc1)N1CCN(C(=O)c2ccco2)CC1 (stereo not given) | 25% | 7% | 5% | 0.6% | 2%
COc1ccc(-c2ccc(SCC(=O)N3c4ccccc4CC3C)nn2)cc1OC (stereo not given) | 23% | 9% | -3% | 9.3% | 2%
Cc1ccc(C)c(S(=O)(=O)N2CCN(C(=O)CN3C(=O)NC(C)(C)C3=O)CC2)c1 | 12% | -7% | · | 1.1% | -8%
COc1ccc(C(=O)OCC(=O)N2CCc3ccccc32)cc1S(=O)(=O)N1CCOCC1 | 13% | ? | · | 1.3% | -17%

Later entries
SMILES | M. tuberculosis | M. tuberculosis HTS | Salmonella PhoP GFP | VEEV TC-83 Vero | influenza NS1A | others
COCc1nc2ccccc2n1Cc1cccc(C)c1 | 8% | -7% | -11% | i | -1% | VEEV TC-83 Vero 10K pilot screen=0.3
O=C(O)CCCCCNS(=O)(=O)c1cccc2nsnc12 | 0% | 7% | 0% | 2.6% | 2%
O=C1N(Cc2cccc(Cl)c2)C[C@@H]2C[C@@H](c3cccn3-c3nccs3)N3CCC[C@@]123 | 43% | -2% | 15% | 0.3% | 3%
O=C(Nc1ccccc1Cl)c1cc2ccccc2o/c1=N\O | ? | 14% | 14% | 10% | -5%
CCN(CC(=O)Nc1ccccc1C(F)(F)F)C(=O)c1oc2c(Cl)cccc2c1C | 11% | 50% | -5% | 0.3% | -4%
CC(=O)N1CCOc2ccc(S(=O)(=O)N3CCC(C)CC3)cc21 | 2% | -3% | -12% | i | 1%
COc1ccccc1C1CCN(Cc2cccc3ccccc23)CC1 | 34% | 11% | 6% | i | -19%
CCC(CC)C(=O)NCCc1cc2ccc(OC)cc2[nH]c1=O | -3% | 4% | -6% | 2.2% | 0%
O=C(COC(=O)CCc1c[nH]c(=O)[nH]1)Nc1ccccc1 | -7% | · | -9% | 5.7% | 9%
C#CCOCCOCCOCCNc1nc(N2CCOCC2)nc(N2CCN(C(=O)Cn3cc(CCCN=C(N)N)nn3)CC2)n1 | -4% | -1% | 1% | 0.2% | -4% | VEEV TC-83 Vero 10K pilot screen=0.5
CCOC(=O)C1CCCN(C(=O)c2cn(C)c3ccc(S(=O)(=O)N(C)C)cc3c2=O)C1 (stereo not given) | -22% | 7% | 16% | 1.1% | -1%
CCN(CC(=O)Nc1ccc(NC(C)=O)cc1)C(=O)c1cccnc1Sc1ccc(C)c(C)c1 | 14% | 17% | 2% | 13% | 1%
O=C(CSC1=NC(=O)C(c2ccccc2)C(=O)N1)Nc1ccccc1Cl (stereo not given) | 36% | 1.9µM* | 7% | 1.4% | 0%
CC(C)Cc1csc(NC(=O)c2ccc(Cl)cc2)c1C(=O)O | ? | 13% | -11% | 2.7% | -5%
CCOc1ccccc1NC(=O)COC(=O)C(CC(C)C)N1C(=O)C2CC=CCC2C1=O (stereo not given) | 25% | -3% | 4% | 3.1% | -2%
COc1ccc2oc(C(=O)N3CCCc4ccccc43)c(C)c2c1 | 25% | 26% | 1% | 0.7% | -3%
O=C(COc1coc(CN2CCc3ccccc3C2)cc1=O)Nc1ccc(Cl)cc1 | 12% | 3% | 6% | 8.6% | -13%
Cc1c(Br)c([N+](=O)[O-])nn1C(C)C(=O)NCC1CCCO1 (stereo not given) | -3% | -1% | 4% | 1.9% | -18%
CCSc1nc2sc3c(c2c(=O)n1-c1ccccc1)CCN(C(C)C)C3 | ? | ? | 6% | 2.4% | 4%
C[C@]12CC[C@H](O)CC1=CCC1C2CC[C@@]2(C)C1C[C@@H](O)[C@@H]2O (stereo not given in full) | 3% | 0% | · | 3.8% | 0%

Structures from the list above that have an NH in an aromatic ring (2):
SMILES | M. tuberculosis | M. tuberculosis HTS | Salmonella PhoP GFP | VEEV TC-83 Vero | influenza NS1A | others
CCC(CC)C(=O)NCCc1cc2ccc(OC)cc2[nH]c1=O | -3% | 4% | -6% | 2.2% | 0%
O=C(COC(=O)CCc1c[nH]c(=O)[nH]1)Nc1ccccc1 | -7% | · | -9% | 5.7% | 9%

Continuation:
SMILES | M. tuberculosis | M. tuberculosis HTS | Salmonella PhoP GFP | VEEV TC-83 Vero | influenza NS1A | others
O=C(OCC(=O)N1CCCCCC1)c1cccs1 | 17% | -4% | -6% | 0.4% | 4%
COc1ccc(-n2c(=O)c3ccccc3n(CC(=O)Nc3ccccc3OC)c2=O)cc1 | -4% | 7% | -9% | 1.0% | -9%
CC1(C)Oc2ccc3ccc(=O)oc3c2CC1O (stereo not given) | -25% | 4% | -1% | i | -2%
COc1ccc(C2CC(c3cccs3)=NN2C(=O)CSc2nncn2C)cc1OC (stereo not given) | 14% | -2% | 1% | 1.7% | -4%
CN1C(=O)C(=C2CCCCCC2)SC1=S | -8% | -2% | 19% | 1.9% | -10%
Cc1onc(-c2c(F)cccc2Cl)c1C(=O)OCC(=O)NC(=O)NCC(C)C | 33% | -1% | -3% | 2.4% | -5%
CCCn1c(C(O)c2ccc3c(c2)OCO3)nc2ccccc21 (stereo not given) | 36% | 10% | -4% | 0.2% | -3%
CCN[C@@H](C)Cc1cccc(C(F)(F)F)c1 | 7% | -5% | · | 0.5% | -7%
COc1cc(OC)cc(-c2cc(N)n(S(=O)(=O)Cc3ccccc3)n2)c1 | 3% | -5% | -8% | 6.7% | 6%
O=C(CSc1ncnc2ccccc12)Nc1cccc(S(=O)(=O)N2CCCC2)c1 | -4% | 3% | -9% | 4.1% | ·
CC(Oc1ccc(Cl)cc1Cl)c1nc(-c2ccc(NC(=O)c3ccco3)cc2)no1 (stereo not given) | 47% | 7% | 2% | i | 4%
CCN(CC)S(=O)(=O)c1cc(C(=O)O)c(Cl)cc1Cl | -13% | -9% | -8% | i | 10%
CCOc1ccc(NC(=O)CSc2nc(C)c3c(c2C#N)CCCC3)cc1 | 3% | -11% | -7% | i | -5%
Cc1c(N2C(=O)CS/C2=N\N=C\c2ccc(Br)cc2)c(=O)n(-c2ccccc2)n1C | 18% | -8% | -9% | 1.1% | 3%
COC(=O)C(=C/C=C/N1CCOCC1)C(=O)OC | -20% | 0% | -8% | · | ·
COc1cc(OC)c(OC)cc1CNCCc1ccc(F)cc1 | -1% | 0% | 1% | 0.1% | -3%
Cc1cccc(C)c1-n1c(C)nn(CC#N)c1=O | -5% | -9% | 6% | 0.7% | -1%
Cc1onc(-c2ccccc2)c1C(=O)NC(=S)Nc1sc2c(c1C#N)CCC(C)C2 (stereo not given) | 27% | 4% | -9% | 0.8% | 21%
O=c1[nH]c2ccccc2n1CCCN1CCCCC1 | -5% | 2% | -2% | 0.7% | 2%
CCCN(CCC)CC(O)Cn1cc(/C=C/C(=O)c2ccccc2)c2ccccc21 (stereo not given) | · | · | · | 5.2% | -6%
Cc1ccc(-n2nc3ccc(NC(=S)NC(=O)/C=C/c4ccco4)cc3n2)cc1 | 50% | 4% | -6% | 0.3% | 0%
